High-throughput results from PubChem BioAssay.
SMARCA2 act: increases SMARCA2 function in MMTV reporter cells; MG213 cells, MMTV-luciferase reporter, dexamethasone, overnight; activation, % at 9.1 µM; actives 1% (n = 370,000); in the data active means activation above about 7.8%;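 further: 0% = vehicle wells and 100% = reference activator wells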
GC-B act: GC-B (human) receptor activation | HEK293-GC-B cells, CNP EC30, cGMP TR-FRET; 0% at EC30 CNP, 100% saturating CNP | activation, % at 10 µM | actives 0.11% (n = 370,000) | AID 1920062;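 active means activation at 10 µM reaching about 35% in either raw or pattern-adjusted values, limit read from the data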
ARFGAP1 inhibitor: inhibits rat ARF GTPase activating protein 1 | inhibition, % at 16.5 µM | actives 0.26% (n = 360,000) | AID 651572 | Arfgap1-stimulated ARF1 GTP hydrolysis, GDP FP detection;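 active means inhibition above a per-plate limit, mean inhibition of low control wells plus 3 SD, cut at about 25% in these data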;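 further: 0% = DMSO wells with enzyme and 100% = wells lacking Arfgap1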
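System: truncated rat Arfgap1 GAP domain / Medium: HEPES-based buffer, pH 7.5 / Also added: N-terminally truncated human ARF1-GTP substrate / Incubation: enzyme reaction 120 min at 25 °C after 20 min preincubation / Measured by: FP of antibody-bound GDP Alexa 633 tracer, ex 620/em 688 nm / Replicates: singlicate, each compound tested once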
ASAP1 GAP inh: blocks human ASAP1-stimulated Arf1 GTP hydrolysis; Q9ULH1; inhibition, % at 16.5 µM; GDP FP detection; actives 0.19% (n = 360,000); in the data active means inhibition above about 25%;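 further: 0% = vehicle with enzyme and substrate and 100% = no enzyme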
mABHD4 FP: inhibits mouse alpha/beta hydrolase domain 4; Q8VD66; purified mABHD4, FP-Rh probe fluorescence polarization; inhibition, % at 8.92 µM; actives 0.54% (n = 370,000); AID 720543;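 active means inhibition exceeding the mean over every tested compound plus 3 SD, cut at about 30% in these data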;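 further: 0% = plate median of compound wells and 100% = S159A mutant with DMSO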
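Assay system: mABHD4 protein; medium: HEPES pH 7.0, NaCl, Pluronic buffer; dosing: 8.92 µM, single dose; schedule: 45 min + 60 min at 25 °C; signal: FP readout, ex 525 nm / em 598 nm; read-out: normalized percent inhibition of probe labeling; repeats: single replicate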
HTRA1 inh: inhibitors of human serine peptidase HTRA1; actives 0.5% (n = 340,000); inhibition, % at 5.96 µM; recombinant HTRA1, FP-rhodamine activity-based probe, fluorescence polarization; in the data active means inhibition above about 36%;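 further: 0% = enzyme with DMSO and 100% = wells lacking enzyme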
GC-A act: GC-A (human) enzyme activation; activation, % at 10 µM; P16066; actives 0.14% (n = 370,000); HEK293 GC-A cells, cGMP TR-FRET, EC30 ANP; 0% at EC30 ANP, 100% saturating ANP; in the data active means activation above about 40%
Target sequence (P16066 whole entry, looked up): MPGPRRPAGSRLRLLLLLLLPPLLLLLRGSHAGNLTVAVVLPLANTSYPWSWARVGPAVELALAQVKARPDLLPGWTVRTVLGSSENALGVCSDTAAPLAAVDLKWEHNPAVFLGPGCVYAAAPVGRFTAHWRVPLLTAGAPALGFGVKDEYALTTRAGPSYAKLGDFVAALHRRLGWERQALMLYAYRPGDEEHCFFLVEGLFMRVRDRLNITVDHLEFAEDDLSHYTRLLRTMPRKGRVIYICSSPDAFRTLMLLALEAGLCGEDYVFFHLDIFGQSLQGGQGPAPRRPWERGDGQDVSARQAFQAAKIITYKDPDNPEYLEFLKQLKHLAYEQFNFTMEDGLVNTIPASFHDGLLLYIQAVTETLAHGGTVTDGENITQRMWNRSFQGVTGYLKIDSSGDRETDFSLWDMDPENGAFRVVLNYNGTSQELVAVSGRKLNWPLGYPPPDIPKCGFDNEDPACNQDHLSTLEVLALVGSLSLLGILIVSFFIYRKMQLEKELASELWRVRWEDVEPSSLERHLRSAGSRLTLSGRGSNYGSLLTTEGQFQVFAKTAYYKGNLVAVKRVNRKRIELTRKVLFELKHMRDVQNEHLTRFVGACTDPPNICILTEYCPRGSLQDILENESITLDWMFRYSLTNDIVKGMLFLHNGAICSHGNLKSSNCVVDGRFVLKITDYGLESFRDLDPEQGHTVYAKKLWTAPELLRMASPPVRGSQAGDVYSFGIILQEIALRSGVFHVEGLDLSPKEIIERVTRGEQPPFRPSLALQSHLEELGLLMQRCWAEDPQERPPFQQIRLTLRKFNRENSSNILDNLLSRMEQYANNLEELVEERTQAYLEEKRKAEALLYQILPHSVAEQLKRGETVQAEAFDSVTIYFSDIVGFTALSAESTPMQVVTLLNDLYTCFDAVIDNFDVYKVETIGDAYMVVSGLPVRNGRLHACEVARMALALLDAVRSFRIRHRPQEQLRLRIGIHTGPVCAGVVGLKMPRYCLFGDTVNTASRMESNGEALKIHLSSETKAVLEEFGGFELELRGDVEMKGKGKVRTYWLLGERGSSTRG
rCAG binder: binds r(CAG) RNA repeats; r(CAG) RNA repeat, TO-PRO-1 dye displacement fluorescence; inhibition, % at 3 µM; actives 1.3% (n = 370,000); AID 651821;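 active means inhibition above the plate cutoff, the mean of all test compounds on that plate plus 3 SD, cut at about 35% in these data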;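 further: 0% = DMSO alone and 100% = 100 µM mitoxantrone as full dye displacement; higher means more dye released from RNA so lower well fluorescence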
PG9 Ab binder: binds the HIV-1 gp120 antibody PG9; TR-FRET gp120-PG9 antibody binding; inhibition, % at 6.7 µM; actives 0.43% (n = 360,000); AID 624416; in the data active means inhibition above about 8.5%
NR1D1 modulator: modulators of human Rev-erb alpha DNA binding. activity, % at 10 µM. AID 1259318. Rev-erbα–FITC-DNA binding, fluorescence polarization, 90 min. actives 0.79% (n = 370,000);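 active means activity above about 14%, limit read from the data; passing the limit was not always enough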;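 further: 0% = DMSO wells with 35 nM protein and 100% = DMSO wells with 750 nM protein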
The depositor's hits bear a star; . = not tested or not shown.

1) COc1ccc(-c2ccc(C(=O)NCCN(C)C)c3occc23)c(C)c1
2) CCCCC[C@H]1CCCCC[C@@H](O)C[C@H](O)[C@H](O)/C=C/C(=O)O1
3) O=C(CSCc1ccc(F)cc1)NC1CCCC1
4) O=C(NC1CCCCC1)O[C@H]1CC[C@@]23CCCN2C(=O)CCC[C@H]3C1
5) Cc1nc2ccccc2c(=O)n1/N=C/c1ccco1
6) COc1ccc(NC(=O)CN(C)CC(=O)Nc2ccccc2SC)cc1
7) O=C(NCC(=O)N1CCN(C(=O)c2ccccc2)CC1)c1ccc(Cl)cc1Cl
8) COc1ccc(/C(N)=N/OC(=O)Cc2ccc(OC)c(OC)c2)cc1

assay / entry	1	2	3	4	5	6	7	8
SMARCA2 act	-1	-4	-2	.	-2	-3	5	-4
GC-B act	-5	-4	6	-2	2	0	4	3
ARFGAP1 inhibitor	-11	7	3	.	20	-4	6	8
ASAP1 GAP inh	-12	6	-6	.	-1	2	8	-3
mABHD4 FP	3	7	0	8	5	12	5	-6
HTRA1 inh	.	.	2	.	2	0	3	-11
GC-A act	-1	2	-1	3	5	-3	-2	8
rCAG binder	0	-2	-1	.	1	-1	-2	-6
PG9 Ab binder	-0.3	1.6	-1.9	.	2.8	-2.9	0.2	-0.8
NR1D1 modulator	0	3	-5	-4	-4	-4	1	2

9) Cn1c(SCC(=O)NCC2CCCO2)nnc1-c1ccco1 (stereo unspecified)
10) CCc1ccc(OCC(=O)OC(C)C(=O)Nc2ccc(Cl)cn2)cc1 (stereo unspecified)
11) NS(=O)(=O)c1ccc(NC(=O)COC(=O)Cc2c[nH]c3ccccc23)cc1
12) COc1ccc(OC)c(NC(=O)CNC(=O)Cn2ccc3ccccc3c2=O)c1
13) COC(=O)C(OC(=O)c1ccccc1)C(C)Br (stereo unspecified)
14) O=C(Nc1ccc(N2CCOCC2)c(Cl)c1)c1c(F)c(F)c(F)c(F)c1F
15) Cn1c2ccccc2c(=O)c2ccc(F)cc21
16) COc1ccc(CNC(=O)CCS(=O)(=O)c2cc3c(cc2Cl)NC(=O)CO3)cc1

assay / entry	9	10	11	12	13	14	15	16
SMARCA2 act	0	-1	-1	1	-1	2	4	7
GC-B act	-3	-6	1	-5	1	3	7	1
ARFGAP1 inhibitor	3	0	-15	7	-2	-1	2	-1
ASAP1 GAP inh	0	-2	7	-3	-9	13	-8	13
mABHD4 FP	6	-7	2	-1	-5	-4	-1	0
HTRA1 inh	4	-8	-5	-2	13	2	-6	-1
GC-A act	-1	-2	3	0	0	7	3	2
rCAG binder	1	2	15	4	-4	-1	0	0
PG9 Ab binder	-0.1	-0.2	-0.1	-2.1	-2.4	-1.8	-1.0	0.3
NR1D1 modulator	5	-6	10	1	-3	-1	-2	-3

17) COCCn1nnnc1C(c1ccccc1)N1CCN(C(=O)c2ccco2)CC1 (stereo unspecified)
18) Cc1ccc(-n2c(-c3ccco3)nc3nc4ccccc4nc32)cc1
19) CC(CC(=O)N1CCN(S(=O)(=O)c2ccc([N+](=O)[O-])cc2)CC1)c1ccccc1 (stereo unspecified)
20) O=C(COC(=O)c1cccc(S(=O)(=O)N2CCCC2)c1)Nc1ccccc1
21) O=c1c2c3n(c(=O)nc2[nH]n1-c1ccccc1)CCCCC3
22) COC(=O)c1cc(OC)c(OC)cc1NC(=O)C(C)c1ccc([N+](=O)[O-])cc1 (stereo unspecified)
23) O=c1c2ccccc2c(C=NCCc2ccccc2)c(O)n1Cc1ccccc1
24) CCCOc1ccc(-c2nnc(-c3cccs3)o2)cc1

assay / entry	17	18	19	20	21	22	23	24
SMARCA2 act	0	0	-1	-2	1	-2	0	6
GC-B act	2	-3	0	0	-5	-9	10	-9
ARFGAP1 inhibitor	12	0	-2	4	-7	8	17	-6
ASAP1 GAP inh	-15	8	-10	-1	-7	11	12	-8
mABHD4 FP	4	-2	9	4	5	-6	-9	0
HTRA1 inh	3	-1	-12	-1	3	-9	-48	-5
GC-A act	2	-2	-5	-4	-7	-5	5	-14
rCAG binder	-4	1	0	-1	0	-1	3	0
PG9 Ab binder	0.4	0.9	-0.5	1.0	-3.8	-0.8	-0.7	0.0
NR1D1 modulator	-2	-1	-12	-1	9	6	2	8

25) COc1ccc(N2CCN(CCNS(=O)(=O)c3ccc(Br)s3)CC2)cc1
26) CC1=CC(C)(C)Nc2ccc(OC(=O)CN3C(=O)C4CCCCC4C3=O)cc21 (stereo unspecified)
27) O=C(NCCc1nc(-c2ccccc2)no1)c1ccccc1
28) CC(C)Cc1ccc(-c2cc3nc(NCc4cccc(Cl)c4)ccn3n2)cc1
29) CCn1nnc(NC(=O)c2ccc(-c3ccc(Cl)cc3)o2)n1
30) Cc1ccc2nc(Cl)c(C#N)cc2c1
31) COc1ccc(-c2sc3ccccc3c2C#CCO)cc1
32) CN(Cc1ccccc1)C(=O)CN(c1ccc(F)cc1)S(=O)(=O)c1ccc2c(c1)OCCO2

assay / entry	25	26	27	28	29	30	31	32
SMARCA2 act	-2	-4	-1	1	2	1	-2	0
GC-B act	8	4	5	-4	4	0	-8	-11
ARFGAP1 inhibitor	.	2	2	6	4	-7	3	10
ASAP1 GAP inh	.	13	4	-4	-2	-16	3	2
mABHD4 FP	4	12	-10	0	-12	-3	-36	-7
HTRA1 inh	.	4	-3	.	-2	9	-57	-21
GC-A act	1	-1	-3	-5	6	4	-1	-3
rCAG binder	1	-1	11	12	2	-1	10	-5
PG9 Ab binder	.	-0.5	-0.4	-1.7	-3.4	1.6	-1.0	-0.9
NR1D1 modulator	-1	-8	-2	0	10	-1	-2	-5

Full records, quoted from the list. Order of values: SMARCA2 act	GC-B act	ARFGAP1 inhibitor	ASAP1 GAP inh	mABHD4 FP	HTRA1 inh	GC-A act	rCAG binder	PG9 Ab binder	NR1D1 modulator
COc1ccc(N2CCN(CCNS(=O)(=O)c3ccc(Br)s3)CC2)cc1 is listed as -2	8	.	.	4	.	1	1	.	-1
CCn1nnc(NC(=O)c2ccc(-c3ccc(Cl)cc3)o2)n1 is listed as 2	4	4	-2	-12	-2	6	2	-3.4	10
CN(Cc1ccccc1)C(=O)CN(c1ccc(F)cc1)S(=O)(=O)c1ccc2c(c1)OCCO2 is listed as 0	-11	10	2	-7	-21	-3	-5	-0.9	-5

Going on with the list:
33) CCC(OCC(O)CN1CCN(CCN2C(=O)c3cccc4cccc(c34)C2=O)CC1)c1ccccc1 (stereo unspecified)
34) COc1ccc(OC)c(CCNC(=O)CC2Oc3ccccc3NC2=O)c1 (stereo unspecified)
35) Cc1cc(C)n2c(Nc3c(C)cccc3C)c(CC(C)C)nc2n1
36) CCOC(=O)C1CCN(C(=O)C2(NC(=O)Nc3cccc(F)c3)CCCCC2)CC1
37) CCCC(=O)N1CCC1(C)C(=O)NS(=O)(=O)c1ccc(F)cc1F (stereo unspecified)
38) c1ccc(N=C2SCCCS2)cc1
39) Cc1cccc(N(C(=O)c2nsc(Cl)c2Cl)C(C(=O)NC2CCCC2)c2ccc(O)cc2)c1C (stereo unspecified)
40) O=C(Nc1cccnc1)OC1CCCC1

assay / entry	33	34	35	36	37	38	39	40
SMARCA2 act	9.4*	-2	-4	-3	-5	-3	-1	3
GC-B act	0	-8	-4	0	-8	4	-9	1
ARFGAP1 inhibitor	10	-2	16	6	9	8	4	3
ASAP1 GAP inh	-4	-5	-4	0	-4	-12	-2	-2
mABHD4 FP	3	4	0	-1	-1	-5	-31	3
HTRA1 inh	-8	-8	.	3	.	2	-41	0
GC-A act	2	-5	-9	-2	0	5	-27	-1
rCAG binder	-1	3	0	-1	1	1	1	-2
PG9 Ab binder	-2.2	-0.3	2.4	-0.2	-0.5	-1.3	0.3	0.6
NR1D1 modulator	-3	4	4	-2	2	-2	3	1

41) Cc1onc(-c2ccc(Cl)cc2)c1-c1ccnc(SCC(=O)Nc2cc(Cl)cc(Cl)c2)n1
42) CCOC(=O)Cc1csc(SCc2nc3ccccc3c(=O)[nH]2)n1
43) COC(=O)c1nnn(CC(=O)NC(=O)Nc2c(C)cccc2C)c1C(=O)OC
44) COC(=O)c1ccc(Cl)c(NC(=O)CN(c2ccccc2)S(=O)(=O)c2ccc(OC)cc2)c1
45) CNC(=O)NC(=O)C(C)OC(=O)c1c(C)noc1C (stereo unspecified)
46) CC(C)CN(C(=O)COC(=O)c1ccc([N+](=O)[O-])o1)C1CCS(=O)(=O)C1 (stereo unspecified)
47) CN(Cc1ccc(Cl)c(Cl)c1)C(=O)C1=CC=CN2CCS(=O)(=O)N=C12
48) O=C(NCc1ccccc1)[C@@H]1CCCN1C(=O)[C@H]1CCCN1C(=O)c1ccc(Cl)c(Cl)c1

assay / entry	41	42	43	44	45	46	47	48
SMARCA2 act	-2	1	-4	-1	0	0	-2	-6
GC-B act	-7	5	3	-1	0	-2	1	-8
ARFGAP1 inhibitor	7	3	12	-5	-3	8	-16	-1
ASAP1 GAP inh	0	-9	-10	-8	12	-10	2	-5
mABHD4 FP	-4	-2	8	1	2	-2	-8	1
HTRA1 inh	-61	0	4	-41	1	-3	-1	.
GC-A act	-13	6	2	-7	2	1	3	-4
rCAG binder	7	0	-3	9	1	-1	-4	1
PG9 Ab binder	-0.4	0.1	0.0	-1.7	1.9	-2.4	-0.9	-0.6
NR1D1 modulator	4	3	1	-3	0	3	0	-4

Structures shown so far with a nitro group on carbon:
19) CC(CC(=O)N1CCN(S(=O)(=O)c2ccc([N+](=O)[O-])cc2)CC1)c1ccccc1 (stereo unspecified)
22) COC(=O)c1cc(OC)c(OC)cc1NC(=O)C(C)c1ccc([N+](=O)[O-])cc1 (stereo unspecified)
46) CC(C)CN(C(=O)COC(=O)c1ccc([N+](=O)[O-])o1)C1CCS(=O)(=O)C1 (stereo unspecified)

assay / entry	19	22	46
SMARCA2 act	-1	-2	0
GC-B act	0	-9	-2
ARFGAP1 inhibitor	-2	8	8
ASAP1 GAP inh	-10	11	-10
mABHD4 FP	9	-6	-2
HTRA1 inh	-12	-9	-3
GC-A act	-5	-5	1
rCAG binder	0	-1	-1
PG9 Ab binder	-0.5	-0.8	-2.4
NR1D1 modulator	-12	6	3

(cont.)
49) N#Cc1ccc(NC(=O)c2cc(S(=O)(=O)N3CCOCC3)ccc2N2CCCC2)cc1
50) Cc1c(C)c(C)c(/C=[N+](/C)[O-])c(C)c1C
51) Cc1nnc2ccc(N3CCCCC3)nn12
52) CCN(CC(=O)Nc1ccc(OC)cc1)C(=O)CSCC(=O)Nc1ccc(C)cc1
53) COc1ccc(NC(=O)C(C)N2c3cccc4cccc(c34)S2(=O)=O)cc1 (stereo unspecified)
54) CN1Cc2ccccc2N(CC(=O)NCc2ccccc2)C1=O
55) C=CC(=O)Nc1cccc(Oc2ccnc(Nc3ccc(N4CCN(C)CC4)cc3)n2)c1
56) C[C@H]1C(=O)CC[C@@]23CCCN2C(=O)CCC[C@@H]13

assay / entry	49	50	51	52	53	54	55	56
SMARCA2 act	0	-2	-2	0	-1	-2	-3	.
GC-B act	4	4	3	-3	-4	3	-5	3
ARFGAP1 inhibitor	-5	0	1	-5	-17	11	-1	.
ASAP1 GAP inh	5	-10	-7	1	2	0	9	.
mABHD4 FP	16	4	3	0	-11	0	17	-8
HTRA1 inh	-12	7	14	-4	-11	1	9	.
GC-A act	16	3	0	0	-1	2	-8	1
rCAG binder	5	2	2	-4	-1	3	1	.
PG9 Ab binder	-0.4	-1.5	1.3	2.1	-2.7	0.8	-2.8	.
NR1D1 modulator	-3	-7	-2	-3	2	0	0	1
